Compound activity: PubChem BioAssay, National Center for Advancing Translational Sciences (NCATS)
RXFP1 agonist – RXFP1 (human) receptor agonism. Q9HBX9. Potency, µM (series often up to 57.5 µM), without a hit: at the top dose activation, hits mostly activators. hit rate 0.3% among 370,000. AID 2676. HEK293T-RXFP1 cAMP TR-FRET, 30 min; response scale: percent of porcine relaxin response, buffer zero; also: potency is read from the fitted curve at half-maximal effect; % is scaled to controls: 0 for no effect and ±100 for the full control effect; nearly all actives have a fitted effect of over 60% in size; many of its hits are not listed in these tables
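HEK293T cells stably expressing RXFP1 were pretreated with the PDE4 inhibitor Ro 20174, exposed to compounds for 30 min at 37C, lysed, and cAMP was read by TR-FRET. Data normalized to buffer (basal) and 29 nM porcine relaxin (100%).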
Vif-APOBEC3F blk – Vif-A3F binding inhibition. HeLa A3F-eYFP + Vif (tagged APOBEC3F with the HIV-1 protein that degrades it), YFP fluorescence increase. Potency, µM (top dose mostly 46.1 µM), for the others: top-dose activity, negative = active. hit rate 0.2% among 390,000; also: potency is read from the fitted curve at half-maximal effect; % of control where 0% means no effect; nearly all actives have a fitted effect of over 65% in size
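Fluorescence increase (Ex 488/Em 500-530) after overnight compound treatment at 37 deg C flags inhibition of Vif-driven A3F-eYFP loss in stable HeLa A3F-eYFP/Vif cells seeded overnight beforehand.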
RXFP1 antag – antagonists of human relaxin receptor RXFP1; activity change, negative = inhibition, % at 57.5 µM; HEK293-RXFP1, relaxin-stimulated cAMP HTRF, 30 min; stronger effect = lower value; hit rate 0.59% among 350,000;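 active = activity change of -60% or lower, but not beyond a set lower limit; inconclusive = change between -60% and -40%, or beyond the set limit; inactive = change above -40%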; also: % is scaled to controls: 0 for no effect and ±100 for the full control effect
Vif-A3G inh – inhibitors of Vif-APOBEC3G interaction. Potency, µM (top dose mostly 46.1 µM), inactives show top-dose activity, negative = active, usual class: inhibitors. HeLa A3G-eYFP + Vif (tagged APOBEC3G with the HIV-1 protein that degrades it), YFP fluorescence, overnight. hit rate 0.076% among 410,000;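 also: potency is read from the fitted curve at half-maximal effect; % is scaled to controls: 0 for no effect and ±100 for the full control effect; nearly all actives have a fitted effect of over 60% in size; hits raise eYFP signal because A3G escapes Vif-driven loss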
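HeLa cells stably expressing Vif and C-terminally eYFP-tagged A3G, seeded overnight at 37 deg C, then exposed to compound by pintool overnight at 37 deg C. Rise in yellow fluorescence (Ex 488/Em 500-530, Acumen) marks blocked Vif-driven A3G degradation.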
D1 PAM – enhances dopamine response at the human D1 receptor; P21728; HEK293 TREx D1 cells, calcium flux, dopamine EC20 potentiation; potentiation, % at 10 µM; hit rate 0.036% among 360,000; in the data active = potentiation above about 30%; also: 0% is about no effect
Target sequence (P21728 whole entry, looked up): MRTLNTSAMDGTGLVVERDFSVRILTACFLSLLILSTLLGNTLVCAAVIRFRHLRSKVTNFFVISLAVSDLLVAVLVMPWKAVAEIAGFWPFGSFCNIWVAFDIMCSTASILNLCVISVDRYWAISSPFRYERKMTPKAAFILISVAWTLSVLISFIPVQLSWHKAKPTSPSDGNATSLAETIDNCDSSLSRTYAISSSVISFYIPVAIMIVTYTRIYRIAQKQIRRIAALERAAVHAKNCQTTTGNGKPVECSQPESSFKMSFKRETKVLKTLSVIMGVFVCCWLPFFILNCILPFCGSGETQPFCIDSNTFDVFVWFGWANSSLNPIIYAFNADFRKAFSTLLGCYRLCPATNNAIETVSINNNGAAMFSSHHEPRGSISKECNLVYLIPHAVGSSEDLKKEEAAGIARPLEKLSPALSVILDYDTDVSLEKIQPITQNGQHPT
D1 agonist – human D1 receptor agonism; P21728; HEK293 T-REx D1 cells, calcium flux, agonist mode; activation, % at 2 µM; hit rate 1% among 360,000; AID 504660; in the data active = activation above about 30%; also: 0% is about no effect
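Inducible HEK293 T-REx D1 cells, force-coupled to calcium signalling, were plated at 4000 cells/well with tetracycline and held overnight at 30 C. After no-wash calcium dye loading, compound-evoked calcium rise over 180 s flagged agonists.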
D2 PAM – positively modulates the human D2 dopamine receptor allosterically; P14416; HEK293 T-REx D2, calcium flux, EC20 dopamine potentiation; potentiation, % at 10 µM; hit rate 0.34% among 340,000;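 active = potentiation over 3 SD above the plate norm, cut at about 30% in these data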; also: 0% is about no effect
Target sequence (P14416 whole entry, looked up): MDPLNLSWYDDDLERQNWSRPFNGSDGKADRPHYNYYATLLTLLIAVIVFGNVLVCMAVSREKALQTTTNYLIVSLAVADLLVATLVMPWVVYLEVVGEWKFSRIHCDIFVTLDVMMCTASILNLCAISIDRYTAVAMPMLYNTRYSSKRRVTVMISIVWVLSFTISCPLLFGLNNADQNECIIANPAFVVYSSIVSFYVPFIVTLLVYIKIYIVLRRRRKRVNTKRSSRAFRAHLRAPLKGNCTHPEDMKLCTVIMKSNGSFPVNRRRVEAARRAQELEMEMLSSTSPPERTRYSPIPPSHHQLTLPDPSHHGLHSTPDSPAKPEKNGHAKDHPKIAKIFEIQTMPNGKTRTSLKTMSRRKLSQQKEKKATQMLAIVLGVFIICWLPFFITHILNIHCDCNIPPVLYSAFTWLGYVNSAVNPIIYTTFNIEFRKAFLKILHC
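Potentiation of an EC20 dopamine calcium response is measured in a force-coupled, tetracycline-inducible Hek293 Trex D2 line. Compound-only kinetic reads over 180 s flag agonists before dopamine addition.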
D1 antag – human D1 dopamine receptor antagonism; P21728; HEK293 TREx D1 cells, calcium flux, dopamine EC80; stronger effect = lower value; activity change, negative = inhibition, % at 10 µM; hit rate 3.2% among 360,000; AID 504652; in the data active = activity change below about -30%; also: % is scaled to controls: 0 for no effect and ±100 for the full control effect
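Kinetic fluorescence of a calcium dye serves as the read-out. D1-expressing Hek293 Trex cells, induced overnight at 30 C, are exposed to compound for 180 s before an EC80 dopamine addition, then read 180 s further.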
Glioma ERSR ind – induces the endoplasmic reticulum stress response in human glioma cells; U87-MG GRP78 promoter luciferase reporter, 16 h; Potency, µM, inactives show at the highest dose activation, usual class: activators; hit rate 0.02% among 420,000; also: potency is read from the fitted curve at half-maximal effect; series mostly up to about 76 µM; % of control where 0% means no effect; nearly all actives have a fitted effect of over 35% in size
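ERSR induction read as luciferase luminescence (Bright-Glo, 10 min at room temperature) in stably transfected human U87-MG glioma cells exposed to compounds for 16 h, using GRP78 as sensor.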
The depositor's hits bear a star; ? = inconclusive; . = no result given; & = joins results of further samples. Unless noted, calls follow the shape of the dose curve; as a rule, active = well fitted curve in the direction sought with a large enough effect; inconclusive = small, poorly fitted or top-dose-only effect, or another doubt; inactive = no such curve, though single readings can be large; an effect the other way counts as inactive or inconclusive. These rows are one share of the data (hit frequency here may not be typical).

SMILES | RXFP1 agonist | Vif-APOBEC3F blk | RXFP1 antag | Vif-A3G inh | D1 PAM | D1 agonist | D2 PAM | D1 antag | Glioma ERSR ind
CCOC(=O)c1c(C)n(CC(COC(C)=O)OC(C)=O)c2ccc(OC(C)=O)cc12 (stereo not given) | 14.1% | -5.6% | 9.3 | 1.2% | 3.5 | -0.5 | 1.4 | -3.1 | -4.0%
CC(CN1CCCCCC1)C(=O)NN (stereo not given) | 5.2% | 2.5% | -16.1 | 0.3% | 11.6 | 0.3 | 10.8 | 28.4 | -2.1%
Cc1cc(C)n(-c2nc3ccccc3nc2Nc2cccc(C)c2C)n1 | 1.3% | -5.1% | 3.4 | 1.0% | -0.1 | 1.3 | -1.1 | 7.3 | -2.6%
Cc1ccc(S(=O)(=O)N2CCOCC2)cc1C(=O)N1CCN(c2ccc(C(F)(F)F)cn2)CC1 | . | -2.2% | -7.1 | -3.9% | . | . | . | . | 1.1%
N=C1/C(=C\c2ccc(SCc3ccccc3)o2)C(=O)N=C2SC=NN12 | -0.8% | 2.7% | 0.5 | -5.1% | -8.0 | 5.3 | -3.3 | -4.9 | -1.8%
CCC(=O)NC(=S)NNC(=O)c1ccc([N+](=O)[O-])cc1 | 2.5% | -0.6% | 4.8 | -3.3% | -2.1 | 1.3 | 14.7 | 4.0 | -1.4%
CS(=O)(=O)c1ccc(NCCc2ccccn2)c([N+](=O)[O-])c1 | 0.8% | 9.7% | -1.7 | -0.8% | -3.1 | 6.2 | -5.6 | -5.0 | 1.9%
Cc1ccc(-c2nc3s/c(=C\c4ccco4)c(=O)n3n2)cc1 | 1.2% | 0.9% | 2.6 | -6.3% | -5.8 | 1.5 | -0.6 | -12.2 | 3.6%
CCC(=O)N(Cc1cc2cc(OC)ccc2[nH]c1=O)c1cccc(C)c1 | 1.2% | 1.8% | -2.0 | 3.4% | 9.0 | 5.8 | 9.3 | -5.8 | -3.8%
Cc1ccccc1C(=O)NCC(=O)OC1CCCCC1=O (stereo not given) | 0.7% | 6.5% | -8.4 | 0.9% | -2.6 | 2.1 | -0.2 | 27.0 | -3.6%
COc1ccc(CC(NC(C)=O)C(=O)NC2CCN(C(=O)c3ccccc3F)CC2)cc1 (stereo not given) | 1.2% | -8.9% | 22.6 | -6.5% | -2.3 | -0.3 | . | 4.1 | -2.2%
Cc1ccc(S(=O)(=O)N2CCOCC2)cc1C(=O)N1CC(C)CC(C)C1 (stereo not given) | . | 5.0% | -12.2 | -1.3% | . | . | . | . | -3.7%
CCN(CC)CCNC(=O)c1ccc2c(=O)n3nc(Nc4cccc(Cl)c4C)sc3nc2c1 | ? | 3.2% | 3.4 | -21.3% | -3.1 | 2.5 | -10.5 | -55.9* | -5.7%
Cn1cc(/C=C(\NC(=O)c2ccccc2)C(=O)NCCN2CCOCC2)c2ccccc21 | -0.7% | -8.8% | -8.9 | -5.5% | 3.4 | 4.0 | 3.1 | -1.9 | -1.1%
Cc1ccc(-c2nn(-c3ccccc3)cc2NC(=O)c2ccccc2)cc1 | 7.0% | -5.3% | -10.0 | -5.2% | 2.7 | 5.2 | -13.3 | -7.1 | 1.5%
Cc1cc(/C=N/O)c(C)n1-c1ccccc1 | 0.7% | 8.9% | 8.2 | 1.2% | -4.2 | 3.5 | 2.4 | 2.2 | 3.8%
COc1ccc2c(c1)NC(c1cccnc1)=NC(c1ccc(F)cc1)=N2 | 0.5% | . | 3.9 | . | -2.2 | -0.7 | -0.2 | -7.0 | .
CC(=O)Nc1ccc(S(=O)(=O)N[C@@H](C)C(=O)NC2CCCc3ccccc32)cc1 (stereo not given in full) | . | -12.2% | 7.7 | -8.4% | . | . | . | . | -5.6%
CCOC(=O)c1sc(N)c(C(N)=O)c1C | -1.4% | -1.7% | 16.0 | 2.1% | -3.7 | 2.7 | 3.4 | 14.5 | -7.0%
O=C(COC(=O)/C=C/c1cccc(Br)c1)NC1CC1 | 0.0% | 0.7% | -0.6 | 0.1% | -8.8 | 1.1 | -10.8 | -0.5 | -1.2%
COC(=O)c1cnn(-c2ccc(C(=O)Nc3ccc(C(C)=O)cc3)cc2)c1N | 0.3% | 2.1% | -9.4 | -0.3% | -2.0 | 2.4 | 13.6 | -7.0 | -3.7%
COc1ccc(CN2CCCC(CO)(Cc3ccc(F)cc3)C2)cc1C (stereo not given) | 1.2% | -1.0% | -11.4 | -2.0% | -8.8 | 1.9 | -15.9 | 8.4 | -2.0%
CCCCn1nnnc1NCc1ccc(C)s1 | 1.8% | -3.7% | -1.8 | 0.0% | -10.6 | -2.9 | -11.2 | 1.6 | -3.8%
CCCCn1c(N)c(N(CCC(C)C)C(=O)c2oc3ccc(OCC)cc3c2C)c(=O)[nH]c1=O | -0.2% | -3.5% | -7.6 | -5.1% | -3.9 | 2.4 | -5.0 | 3.3 | -2.4%
O=C(c1cccs1)c1cn(CCOc2ccc(F)cc2)c2ccccc12 | 0.9% | 2.8% | -4.1 | -3.7% | -5.3 | 34.6* | 9.5 | 29.4 | -2.9%
CC(Sc1nnc(C2CC2)n1-c1ccccc1)C(=O)N1CCCC1 (stereo not given) | -0.7% | -0.1% | 13.8 | 0.1% | 0.2 | 1.0 | 0.3 | -21.2 | -1.6%
CCC(Cc1ccccc1)n1c(=S)[nH]c2ccccc2c1=O (stereo not given) | 2.5% | -9.7% | ? | -6.0% | -4.9 | 2.8 | . | -3.8 | -3.5%
COc1cc(-c2c(NC(=O)c3ccco3)oc3ccc(Cl)cc3c2=O)cc(OC)c1OC | . | 4.5% | -1.8 | -1.1% | . | . | . | . | -1.6%
Nc1nc(-c2ccccc2)cc(-c2ccccc2O)n1 | 2.1% | -8.3% | -11.2 | -6.0% | -5.0 | 1.8 | -1.6 | 5.1 | 1.8%
CC1Sc2ccc(S(=O)(=O)CCC(=O)N3CCN(c4cccc(Cl)c4)CC3)cc2NC1=O (stereo not given) | -1.2% | 1.6% | -23.1 | -0.8% | 4.8 | 9.7 | -10.4 | -42.1* | -0.7%
CCOC(=O)C(CC(C)C)CP(=O)(O)CNC(=O)OCc1ccccc1 (stereo not given) | 0.7% | -5.2% | . | 0.3% | -0.3 | 2.8 | . | -17.8 | 0.6%
CCOC(=O)N1CCC(Nc2c(NCCN3CCN(c4ccccc4F)CC3)c(=O)c2=O)CC1 | 0.8% | -1.0%&-6.6% | 2.4 | -1.7%&3.9% | . | 5.1 | -9.2 | 5.4 | -5.9%&-3.3%
CCCCN(CCCC)CC(O)COc1ccccc1Br (stereo not given) | 2.6% | -2.1% | -2.3 | 0.0% | -8.3 | 14.8 | -13.2 | -21.3 | -2.5%
COC(=O)[C@@H](NC(=O)NCc1ccco1)C(C)C | -0.7% | -3.5% | 0.1 | 0.5% | -1.9 | 2.5 | -9.5 | -10.2 | -1.9%
Cc1cccc(N(C(=O)c2snc(C(N)=O)c2N)C(C(=O)NCc2ccccc2)c2ccncc2)c1 (stereo not given) | 4.6% | 3.7% | -31.8 | -0.4% | -14.2 | 0.9 | 0.0 | -1.3 | -7.3%
Cc1cccc(NC(=O)[C@H](NC(=O)[C@@H]2Cc3ccccc3CN2)c2ccccc2)c1 | 0.1% | 7.9% | -3.8 | -8.7% | 2.9 | 6.3 | -26.3 | -2.3 | 2.7%
O=C(/C=C/c1cccs1)Nc1ccc(N2CCOCC2)c(S(=O)(=O)Nc2ccccc2Cl)c1 | -0.5% | 8.0% | -9.3 | -0.6% | -1.9 | 4.3 | -5.9 | 0.7 | 7.4%
CSc1nnc(-c2cc(-c3ccc(C)cc3)nc3ccccc23)o1 | 0.3% | 6.5% | 2.9 | -0.9% | -0.4 | 0.2 | 3.3 | -2.6 | -4.8%
C=CCOC(=O)C1=C(C)NC(C)=C(C(=O)OCC=C)C1/C=C/c1ccccc1 | 4.0% | -38.2% | -1.7 | -16.6% | -2.1 | -0.9 | -19.2 | 4.5 | 11.9%
Cc1ccc(N2C(=O)NC3(CCCCC3)C2=O)cc1 | 1.3% | -3.0% | 0.8 | 0.4% | 0.2 | 1.2 | -2.4 | 3.7 | 0.4%
O=C(NNc1ccccc1)C(=O)NNS(=O)(=O)c1ccc([N+](=O)[O-])cc1 | -0.1% | -9.2% | -22.3 | -12.2% | -9.1 | 2.5 | 3.1 | -9.0 | -0.5%
O=C(NC1CCCCC1)[C@H](CSCc1ccccc1)N1Cc2ccccc2C1=O | -3.0% | -7.0% | . | -10.8% | -5.1 | 4.9 | -2.5 | -12.5 | -2.7%
CCCC1C2C(=O)N(c3ccc(OC)cc3)C(=O)C2ON1c1ccccc1 (stereo not given) | 1.0% | -10.6% | 15.2 | 2.9% | -3.5 | -1.0 | 1.9 | -10.4 | -3.6%
CCCCN(C)Cc1c(C)[nH]c2ccc(OCC)cc2c1=O | 0.0% | 3.0% | . | 2.8% | 2.5 | -0.7 | 7.2 | 10.4 | -3.3%
COc1ccccc1NC(=O)N1CCC(c2nc3cc(C)c(C)cc3[nH]2)CC1 | -0.4% | -14.3% | -8.9 | ? | -2.8 | 0.3 | 13.9 | 12.8 | -1.0%
CC(C)Cn1c(C2CC(=O)N(c3ccccc3Cl)C2)nc2ccccc21 (stereo not given) | 0.3% | -2.0% | -3.4 | 2.6% | 5.6 | -1.3 | 5.1 | 7.5 | -1.7%
O=C(O)COc1ccc(/C=N/NC(=O)c2cccc3ccccc23)cc1 | -0.1% | 1.0% | -10.1 | -6.9% | 0.6 | 0.6 | 13.5 | -5.1 | -2.2%
Cn1ccnc1SCCNC(=O)CCc1nnc(CCc2ccccc2)o1 | 1.4% | 3.5% | 1.5 | 1.9% | 3.5 | 4.6 | 7.9 | -13.8 | 1.4%

Whole records from above:
`COc1ccccc1NC(=O)N1CCC(c2nc3cc(C)c(C)cc3[nH]2)CC1` in the list: RXFP1 agonist = -0.4%; Vif-APOBEC3F blk = -14.3%; RXFP1 antag = -8.9; Vif-A3G inh = ?; D1 PAM = -2.8; D1 agonist = 0.3; D2 PAM = 13.9; D1 antag = 12.8; Glioma ERSR ind = -1.0%
`O=C(NNc1ccccc1)C(=O)NNS(=O)(=O)c1ccc([N+](=O)[O-])cc1` in the list: RXFP1 agonist = -0.1%; Vif-APOBEC3F blk = -9.2%; RXFP1 antag = -22.3; Vif-A3G inh = -12.2%; D1 PAM = -9.1; D1 agonist = 2.5; D2 PAM = 3.1; D1 antag = -9.0; Glioma ERSR ind = -0.5%
